p-CIP stab down = p/CIP-EGFP fusion destabilizers, primary screen, fluorescence, F442A cells; Q05BA5; 16 h; decrease of EGFP signal, % at 10 µM; 290,000 compounds, 0.01% hits; AID 1984, 2009;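 active = EGFP signal decrease of at least 30% at 10 µM or well 3 SD below plate mean, unless failing retest; inactive = the rest, including hits failing retest or dose response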; note: some compounds called inactive have numbers as strong as hits; many of its hits are not listed in these tables
IDE inh = human IDE inhibitors in live cells, primary screen, fluorescence polarization, HEK cells, FAbetaB substrate | 320,000 compounds, 0.41% hits | FAbetaB cleavage | inhibition, % at 5.59 µM | AID 434962, 2010 | Insulin-degrading enzyme (Homo sapiens), P14735;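 active = percent inhibition above the average of all tested compounds plus 3 SD, set per screening campaign, cut at about 16% in these data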;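 note: IDE supplied by intact live HEK cells; FP after avidin binding of uncleaved biotin substrate so inhibition keeps polarization high; 0% = DMSO wells and 100% = 60 µM reference IDE inhibitor Ii1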
M4 PAM = human M4 muscarinic receptor positive allosteric modulators, primary screen, CHO-K1 cells, Fluo-8 calcium fluorescence; Muscarinic acetylcholine receptor M4 (Homo sapiens), P08173; CHO-K1 hM4/Gqi5, ACh EC20; 0% = ACh EC20, 100% = maximal ACh; activation, % at 3 µM; 360,000 compounds, 0.4% hits;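 active = activation above its plate's cutoff, the mean activation of sample wells plus 3 SD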; note: some results filed as inactive read as strong as hits
Target sequence (P08173 whole entry, looked up): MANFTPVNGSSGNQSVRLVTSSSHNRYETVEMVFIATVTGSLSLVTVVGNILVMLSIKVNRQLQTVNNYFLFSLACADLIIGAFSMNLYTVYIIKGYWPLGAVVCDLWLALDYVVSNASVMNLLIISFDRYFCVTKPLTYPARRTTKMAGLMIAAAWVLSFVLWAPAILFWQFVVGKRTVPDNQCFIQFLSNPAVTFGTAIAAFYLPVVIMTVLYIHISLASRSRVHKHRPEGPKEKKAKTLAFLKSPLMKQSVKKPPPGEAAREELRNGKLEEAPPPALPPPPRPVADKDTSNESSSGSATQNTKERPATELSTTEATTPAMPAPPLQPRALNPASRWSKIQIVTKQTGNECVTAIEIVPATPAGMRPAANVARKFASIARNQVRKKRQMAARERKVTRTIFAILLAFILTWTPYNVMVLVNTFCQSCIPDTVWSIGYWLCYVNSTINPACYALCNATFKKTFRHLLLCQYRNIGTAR
CRFBP-R2 block = antagonists of CRF-BP/CRF-R2 complex, primary screen, cell-based, HEK293, calcium dye fluorescence, uHTS. CRF-induced calcium fluorescence. inhibition, % at 11.8 µM. 350,000 compounds, 0.59% hits;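 active = inhibition of the ligand-induced calcium signal above about 50% at the single tested concentration, limit read from the data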
MEKK3 PB1 HTS = modulators of MEKK3-MEK5 PB1 binding, primary screen, biochemical, wildtype MEKK3, multiplex bead flow cytometry, Alexa488-MEK5. Mitogen-activated protein kinase kinase kinase 3 (Homo sapiens), Q99759. bead-based flow cytometry, Alexa488-MEK5 binding to MEKK3; actives lie on both sides; 0 = blocked by unlabeled MEK5, 100 = vehicle. binding response (% of control), % at 10 µM. 290,000 compounds, 1.4% hits. AID 1529, 2009;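 active = binding response more than 3 SD above or below the average of its plate-row segment, actives on both sides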;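 note: Alexa488 bead fluorescence after subtracting the streptavidin-only scavenger bead signal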
GalR3 antagonist = GalR3 antagonists in HEK293 cells, primary screen, cell-based, fluorescence readout | Galanin receptor type 3 (Homo sapiens), O60755 | HEK293 GalR3-CNG cAMP membrane potential fluorescence; galR3 body fused to GalR1 C-terminus | inhibition, % at 3 µM | 360,000 compounds, 0.44% hits | AID 651719, 2012;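 active = inhibition above the screen-wide average plus 3 SD, cut at about 13% in these data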;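 note: forskolin and galanin both at EC90 stimulate the cells; cAMP rise reported by CNG channel membrane potential dye signal; 0% = forskolin plus galanin with DMSO and 100% = forskolin alone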
Target sequence (O60755 1-299 limits assumed): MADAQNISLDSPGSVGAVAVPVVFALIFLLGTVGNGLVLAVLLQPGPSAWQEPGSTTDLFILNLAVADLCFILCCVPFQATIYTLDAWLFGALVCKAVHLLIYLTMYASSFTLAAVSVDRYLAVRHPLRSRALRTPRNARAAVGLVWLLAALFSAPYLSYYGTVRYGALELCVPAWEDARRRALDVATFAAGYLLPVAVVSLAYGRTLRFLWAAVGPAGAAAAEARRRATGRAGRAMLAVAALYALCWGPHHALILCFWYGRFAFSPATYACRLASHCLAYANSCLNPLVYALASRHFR
IDE act = human IDE activators in live cells, primary screen, fluorescence polarization, HEK cells, FAbeta-B substrate | Insulin-degrading enzyme (Homo sapiens), P14735 | FAbeta-B cleavage; 0% vehicle, 100% cell-free pure enzyme wells | activation, % at 5.96 µM | 340,000 compounds, 0.073% hits | AID 493087, 2011;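 active = activation above the mean of all tested compounds plus 3 SD, set per screening campaign, cut at about 17% in these data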
PHOSPHO1 inh = PubChem AID 1565; inhibition, % at 13.3 µM; Phosphoethanolamine/phosphocholine phosphatase (Homo sapiens), Q8TCT1; recombinant PHOSPHO1, absorbance phosphatase assay; 290,000 compounds, 1.1% hits; in the data active = inhibition above about 60%
CRFBP-R2 agonist = agonists of CRF-BP/CRF-R2 complex, primary screen, cell-based, HEK293, calcium dye fluorescence, uHTS; calcium dye fluorescence (FLIPR); percent of saturating CRF peptide response; activation, % at 13.2 µM; 350,000 compounds, 0.46% hits; AID 588473, 2011;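 active = activation of at least 50%, plus an integration ratio under a set limit after plate pattern correction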;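 note: plate controls were neutral control wells without compound for no effect and CRF at EC100 for full effect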
Active calls of the source: *; · = no result given.

p-CIP stab down	IDE inh	M4 PAM	CRFBP-R2 block	MEKK3 PB1 HTS	GalR3 antagonist	smiles	IDE act	PHOSPHO1 inh	CRFBP-R2 agonist
-10	·	3	-2	101	-3	O=C(NN1CC(C(=O)OCc2ccc(Cl)cc2Cl)CC1=O)c1ccccc1 (stereo unspecified)	-1	61*	-0.8
0	-2	1	4	94	2	COc1ccccc1-n1c(SCC(=O)Nc2ccc(Br)cc2)nc(O)cc1=O	4	27	4.1
-4	1	3	-7	103	-3	NCCc1nnc(SCC(N)=O)o1	7	-6	1.7
-10	-1	-6	12	94	-4	COc1ccc(CCNC(=O)c2cc(S(=O)(=O)N(C)c3ccccc3)ccc2Cl)cc1	-8	-2	-0.5
-9	-2	-1	8	111	-2	C#CCOC(=O)c1csc2nnsc12	-1	31	-1.5
-6	-2	-1	4	99	2	COc1ccc(OC)c(S(=O)(=O)N(C)CC(=O)N2CCN(c3cccc(Cl)c3)CC2)c1	3	14	-5.3
-12	2	5	3	106	-1	NC1=NC(=O)C2(COC(c3cccc([N+](=O)[O-])c3)OC2)S1 (stereo unspecified)	-4	-10	-1.3
-2	-3	-1	-9	106	-6	CCN1CCN(C(=O)C(=O)c2c(C)[nH]c3ccccc23)CC1	-2	53	1.5
·	·	12	25	·	-4	CNC[C@H]1OCc2ccccc2-c2ccccc2C(=O)N([C@@H](C)CO)C[C@H]1C	·	·	-1.1
-5	4	4	-27	100	-3	CCCCOc1ccc(N(CC(=O)NCc2ccco2)C(=O)CCC(=O)Nc2nccs2)cc1	-1	24	0.8
-2	1	-1	7	102	-4	CCC(=O)N1N=C(c2ccc(NS(C)(=O)=O)cc2)CC1c1ccc(N(C)C)cc1 (stereo unspecified)	0	-24	-0.3
-5	3	8	20	96	-4	O=C(CCC1CCCC1)N1CCC(N2CCN(c3ccccc3)CC2)CC1	1	-8	-0.9
·	3	-1	14	·	4	O=C(Oc1cncc(Cl)c1)c1sccc1Cl	-5	·	-1.4
1	3	7	-9	105	-4	COc1ccc(NC(=O)c2cc(Br)c(Br)s2)cn1	-8	8	3.1
0	3	9	6	103	2	COCc1n[nH]c(=S)n1-c1ccccc1	-32	64*	18
-2	0	6	-37	134*	0	Cc1ccnc(NC(=O)c2cc(S(=O)(=O)N3CCCCC3)ccc2Cl)c1	-2	7	0.6
-10	-1	-13	-20	·	1	C=CCOc1ccccc1C1C2=C(CC(C)(C)CC2=O)Nc2c1c(=O)n(C)c(=O)n2C (stereo unspecified)	4	21	-1.2
-21	5	12	40	109	0	NC(=O)CSc1ncnc2c1oc1ccccc12	-5	7	-2.4
2	2	1	-3	104	-4	CC(C)=CC(=O)Nc1nnc(-c2ccc(F)cc2)s1	4	7	-0.7
-12	4	0	7	102	-1	COCC(=O)Nc1cc(C)c2c(=O)oc3ccccc3c2n1	10	44	-0.9
20	-1	-2	7	155*	-4	O=C(C[n+]1cc(-c2ccc(Cl)c(Cl)c2)n2c1CCC2)OCc1ccccc1	-2	-1	-2.0
-7	1	-2	-9	87	-3	CCCCOc1ccc(-c2nnn(C(C)(C)C(=O)OC)n2)cc1	2	23	-1.2
2	-1	0	-27	106	-8	Cc1cc(NC(=O)CSc2nnnn2C2CCCC2)no1	5	-8	-0.5
-6	6	8	-19	96	-7	CCOC(=O)c1c(-c2cccs2)csc1N	-2	-70	3.1
2	2	-5	-7	·	-7	Cc1noc(C)c1CSc1nc2ccccc2c(=O)n1-c1ccc(F)cc1F	4	-1	3.2

Later entries
p-CIP stab down	IDE inh	M4 PAM	CRFBP-R2 block	MEKK3 PB1 HTS	GalR3 antagonist	smiles	IDE act	PHOSPHO1 inh	CRFBP-R2 agonist
7	-3	0	-5	104	-4	Cc1ccc(N(CC(=O)NC2CCCCC2)C(=O)c2ccc(C)s2)cc1	2	23	-1.7
-10	25*	-4	-4	97	-7	O=C(N/N=C/c1cccnc1)c1cccc(NC(=O)c2cccc(Br)c2)c1	-14	35	-0.3
0	1	0	-28	98	1	CC(C)OC(=O)c1cc(=O)[nH]c2ccccc12	-2	8	1.1
-2	-7	0	11	94	-5	COc1ccc(/C=N\NC(=O)c2cc(OCC(F)(F)F)ccc2OCC(F)(F)F)cc1	10	37	1.6
·	2	4	2	97	-4	Cn1c(=O)c2c(nc(N3CCOCC3)n2CCNC2=NCCC2)n(C)c1=O	0	·	-1.4
19	0	3	8	108	-7	COc1ccccc1C1C(C(=O)c2ccco2)=C(O)C(=O)N1c1cc(C)on1 (stereo unspecified)	1	33	7.8
5	-6	-10	-21	101	-7	COC(=O)c1c(C)[nH]c(C(=O)OCC(=O)NC(C)(C)C)c1C	5	30	-0.8
·	5	4	22	·	-4	O=C(COC(=O)Cc1ccc(Br)cc1)NCC1CCCO1 (stereo unspecified)	3	·	-4.0
7	-2	6	11	96	-5	Cc1ccsc1/C=c1\sc2ncnn2c1=O	0	39	-2.8
-1	4	5	14	98	1	CC1=Nc2ccccc2N=C(NC(=O)/C=C/C(=O)O)C1c1ccccc1 (stereo unspecified)	2	32	0.2
·	·	4	-3	·	-4	Cc1cc(NC(=O)CN2C(=O)/C(=C/c3ccc(C(C)C)cc3)SC2=S)no1	·	·	2.7
4	3	5	-3	99	0	CC(C)NS(=O)(=O)c1ccc(OCC(N)=O)c(Cl)c1	-3	-10	1.1
-3	-1	8	-11	101	-4	COc1ccc2c(C)cc(SC3CCOC3=O)nc2c1 (stereo unspecified)	2	-14	2.5
3	5	4	-30	91	-6	CC1=C(C(=O)Nc2ccc(Br)cc2)C(c2ccco2)NC(=O)N1 (stereo unspecified)	-4	-14	-1.0
-16	-4	-18	-1	103	-5	CCN(CC)CCNC(=O)C1c2ccccc2Oc2ccccc21	-1	34	0.1
·	0	5	-3	·	-2	O=C(NNC(=O)c1csc(N2CCOCC2)n1)c1ccc(Cl)nc1	2	·	0.1
-7	-1	-8	-11	99	-3	COc1ccccc1NC(=S)N(Cc1ccc(Cl)cc1)CC1CCC(C(=O)O)CC1 (stereo unspecified)	5	-16	-0.2
·	-2	-2	15	·	-7	CCN(c1ccccc1)S(=O)(=O)c1cccc(C(=O)NCc2ccccc2CN2CCOCC2)c1	2	·	-3.4
-351	-30	·	-154	100	·	N#CC(C#N)=C1C=C2C=C(N3CCCCC3)CCC2CC1 (stereo unspecified)	·	7	187*
·	1	6	-6	·	-5	CC(C)n1nc(C(=O)Nc2ccc(-n3cnnn3)cc2)c2ccccc2c1=O	3	·	-4.0
-8	1	-6	3	101	0	O=C(NCCN1CCOCC1)c1c(Cl)cccc1Cl	1	3	1.3
-23	3	-5	10	·	-3	COC(=O)c1cc2c(cc1Cl)SC(=NCCCN1CCOCC1)NS2(=O)=O	-2	-18	-1.3
-3	1	-1	5	87	-6	COc1cccc(NS(=O)(=O)c2ccc3[nH]cc(C(=O)N(C)Cc4ccco4)c(=O)c3c2)c1	2	15	-0.4
-2	3	6	0	98	-2	COc1ccc(-n2ccc(=O)c3c2CCCC3=O)cc1	6	-12	-0.7
-8	0	7	7	101	0	O=C1C2CCCCC2C(=O)N1c1ccc(S(=O)(=O)Nc2ncccn2)cc1 (stereo unspecified)	10	25	-1.2

Next section
p-CIP stab down	IDE inh	M4 PAM	CRFBP-R2 block	MEKK3 PB1 HTS	GalR3 antagonist	smiles	IDE act	PHOSPHO1 inh	CRFBP-R2 agonist
2	2	2	2	97	-2	O=C(CN1C(=O)C2CC=CCC2C1=O)NC1=NCCS1 (stereo unspecified)	3	21	-0.3
-5	0	7	-2	103	-1	CCc1sc(N(C(=O)Cc2ccccc2)c2cccc(F)c2)nc1-c1ccc(C)cc1	2	-5	4.4
-7	5	-4	-20	104	-5	CN(Cc1ccon1)C(=O)CCc1nnc(Cc2ccc(-c3ccccc3)cc2)o1	-5	12	0.6
-1	-3	7	3	98	-3	COc1ccccc1-c1cc(N)n(S(=O)(=O)c2ccc(F)c(C)c2)n1	0	-5	-1.7
-2	-2	-2	4	98	-4	CCOC(=O)c1c(C)[nH]c(C(=O)CSc2nnnn2-c2ccc(C)cc2)c1C	-6	-24	3.2
·	0	2	-6	·	0	O=C(NCc1ccccc1)c1onc(CS(=O)(=O)c2ccccn2)c1C(=O)NCc1ccccc1	-2	·	-0.5
0	1	-10	1	101	8	Cc1ccc(CN2CCN(Cc3cnc(N4CCOCC4)s3)CC2CCO)cc1 (stereo unspecified)	7	28	1.0
13	4	5	-2	103	-4	CC(C)[C@H](NC(=O)c1ccccc1)C(=O)OCC(=O)N1CCN(C(=O)c2ccco2)CC1	9	16	0.3
-3	12	-10	-7	107	-1	COCc1nc(-c2ccc(-c3ccc(C)cc3)nc2OC)no1	-6	-9	3.0
-8	4	-2	-12	98	-3	CCCCNc1ncnc2c1cnn2-c1ccc(C)cc1C	0	12	-2.4
·	1	-4	0	100	-5	O=C(O)C1=C[C@@H](c2ccc(C(F)(F)F)cc2)C[C@@H](OCCCCO)O1	4	·	-0.6

Retrieved by structure from the list above (3):
p-CIP stab down	IDE inh	M4 PAM	CRFBP-R2 block	MEKK3 PB1 HTS	GalR3 antagonist	smiles	IDE act	PHOSPHO1 inh	CRFBP-R2 agonist
13	4	5	-2	103	-4	CC(C)[C@H](NC(=O)c1ccccc1)C(=O)OCC(=O)N1CCN(C(=O)c2ccco2)CC1	9	16	0.3
·	1	-4	0	100	-5	O=C(O)C1=C[C@@H](c2ccc(C(F)(F)F)cc2)C[C@@H](OCCCCO)O1	4	·	-0.6
·	0	2	-6	·	0	O=C(NCc1ccccc1)c1onc(CS(=O)(=O)c2ccccn2)c1C(=O)NCc1ccccc1	-2	·	-0.5
